Source: PubChem BioAssay
LRH-1 inv ag = LRH-1 (NR5A2) inverse agonists, primary screen, cell-based, luminescence, HEK293T, StAR-luciferase reporter; Nuclear receptor subfamily 5 group A member 2 (Homo sapiens), O00482; LRH-1 transfected, 24 h; 360,000 tested, 0.13% active; inhibition, % at 3.6 µM;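 active means inhibition above the mean inhibition of all tested compounds plus 3 SD, cut at about 73% in these data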;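 further: 0% = DMSO wells and 100% = reporter-only cells lacking LRH-1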
TROY signal inh = inhibitors of TROY-driven NF-kB signaling, primary screen, Q293 LMP1-TROYcd cells, NF-kB luciferase, uHTS; Q293 LMP1-TROYcd NF-kB luciferase reporter, 4 h; inhibition, % at 10 µM; 360,000 tested, 0.98% active; AID 1347056, 2019;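 active means compounds whose plate-normalised and pattern-corrected inhibition of the luciferase reporter signal at the single screening dose is 50% or more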
NCOA3 inh = SRC3 coactivator transcriptional activity inhibitors, primary screen, cell-based, luminescence; AID 588352, 2011; inhibition, % at 3.6 µM; Nuclear receptor coactivator 3 (Homo sapiens), Q9Y6Q9; HEK293 GAL4-SRC3 luciferase reporter; 360,000 tested, 0.17% active;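 active means inhibition above a per-campaign cutoff, the mean of all compounds plus 3 SD, cut at about 60% in these data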;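 further: 0% = DMSO-treated cells and 100% = gossypol-treated cells at 36 µM; higher means less SRC3-driven luciferase light from the GAL4 reporter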
C8 TRAIL sens = viability loss with TRAIL in NB7+C8 cells, primary screen, TRAIL sensitizer project, cell-based, ATPlite luminescence. inhibition (viability loss, TRAIL sensitization), % at 10 µM. 360,000 tested, 1% active;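 active means compounds causing at least 50% loss of cell viability in the single-dose screen, relative to plate controls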
NR2F2 inh = NR2F2 transcriptional activity inhibitors, primary screen, cell-based, luciferase reporter, HEK293T, luminescence; COUP transcription factor 2 (Homo sapiens), P24468; HEK293T NGFI-A luciferase reporter; inhibition, % at 8.6 µM; 370,000 tested, 0.7% active; AID 686940, 2013;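 active means inhibition above a per-plate cutoff, mean inhibition of test wells between control levels plus 3 SD, cut at about 38% in these data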;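 further: cells cotransfected with COUP-TFII expression vector driving the NGFI-A reporter; 0% = median of COUP-TF2 test wells and 100% = reporter-only cells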
TWEAK Fn14 block = inhibitors of TWEAK-Fn14 signaling, primary screen, luciferase reporter cells, uHTS | 360,000 tested, 2% active | TWEAK-stimulated Fn14 reporter cells, luciferase luminescence, 8 h | AID 1159606, 2016 | inhibition, % at 10 µM; in the data active means inhibition above about 50%
KKLEB tox = cytotoxicity in KKLEB CF airway cells, primary screen, cytotoxicity control for CF NF-kB inhibitor project, cell-based, uHTS, fluorescence assay plates; AID 602141, 2011; activity change (cytotoxicity), % at 5 µM; KKLEB CF airway cells viability, ATPlite luminescence, overnight; active compounds read low; cells stimulated with P. aeruginosa culture filtrate; 360,000 tested, 0.36% active;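 active means corrected activity change at or below -50% at 5 µM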
NCOA1 inh = SRC1 coactivator transcriptional activity inhibitors, primary screen, cell-based, luminescence; 360,000 tested, 0.12% active; inhibition, % at 3.6 µM; AID 588354, 2011; HEK293 GAL4-SRC1 luciferase reporter; Nuclear receptor coactivator 1 (Homo sapiens), Q15788;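 active means inhibition above the campaign mean plus 3 SD, with each screening campaign given its own cutoff, cut at about 60% in these data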;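 further: 0% = DMSO treated cells and 100% = gossypol at 36 µM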
Target sequence (Q15788 whole entry, looked up, the tested form may be a part): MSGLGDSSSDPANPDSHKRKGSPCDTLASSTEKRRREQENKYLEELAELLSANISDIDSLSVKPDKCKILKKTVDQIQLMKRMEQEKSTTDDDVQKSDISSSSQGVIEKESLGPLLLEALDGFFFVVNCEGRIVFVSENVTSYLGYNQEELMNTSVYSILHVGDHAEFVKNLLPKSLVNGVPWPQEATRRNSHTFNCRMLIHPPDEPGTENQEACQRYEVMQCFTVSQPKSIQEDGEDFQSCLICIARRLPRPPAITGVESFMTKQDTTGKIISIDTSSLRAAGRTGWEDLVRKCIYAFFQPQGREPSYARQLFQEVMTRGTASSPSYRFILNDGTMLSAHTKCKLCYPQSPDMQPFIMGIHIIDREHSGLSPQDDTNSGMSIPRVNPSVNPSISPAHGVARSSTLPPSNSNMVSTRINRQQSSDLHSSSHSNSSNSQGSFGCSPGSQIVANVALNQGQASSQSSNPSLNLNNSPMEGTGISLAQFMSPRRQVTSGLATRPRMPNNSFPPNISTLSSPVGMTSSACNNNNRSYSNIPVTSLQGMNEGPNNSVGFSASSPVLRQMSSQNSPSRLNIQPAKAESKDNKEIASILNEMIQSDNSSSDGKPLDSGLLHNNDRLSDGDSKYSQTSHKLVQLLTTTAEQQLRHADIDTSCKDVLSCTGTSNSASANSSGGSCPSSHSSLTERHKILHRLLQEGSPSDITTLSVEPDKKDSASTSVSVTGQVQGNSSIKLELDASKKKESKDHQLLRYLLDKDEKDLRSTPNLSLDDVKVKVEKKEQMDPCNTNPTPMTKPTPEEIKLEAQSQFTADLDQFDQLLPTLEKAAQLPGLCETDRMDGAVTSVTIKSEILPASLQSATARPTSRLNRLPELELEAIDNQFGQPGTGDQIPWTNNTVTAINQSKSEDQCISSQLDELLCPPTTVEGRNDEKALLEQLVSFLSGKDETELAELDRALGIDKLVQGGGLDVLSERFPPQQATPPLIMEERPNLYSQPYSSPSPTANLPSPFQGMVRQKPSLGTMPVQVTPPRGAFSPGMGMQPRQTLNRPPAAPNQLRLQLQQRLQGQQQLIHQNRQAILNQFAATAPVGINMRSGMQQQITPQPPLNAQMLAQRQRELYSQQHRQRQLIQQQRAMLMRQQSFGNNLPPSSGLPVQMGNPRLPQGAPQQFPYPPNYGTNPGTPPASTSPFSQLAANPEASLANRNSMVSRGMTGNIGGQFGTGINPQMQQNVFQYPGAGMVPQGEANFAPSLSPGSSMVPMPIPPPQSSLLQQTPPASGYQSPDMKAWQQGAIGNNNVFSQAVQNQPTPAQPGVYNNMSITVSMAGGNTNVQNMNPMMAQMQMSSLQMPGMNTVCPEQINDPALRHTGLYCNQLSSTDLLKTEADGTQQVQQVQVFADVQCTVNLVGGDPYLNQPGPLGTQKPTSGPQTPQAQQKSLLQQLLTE
CF NFkB block = inhibitors of PAF-induced NF-kB signaling, primary screen, cell-based, GFP fluorescence, uHTS; KKLEB NF-kB-GFP reporter, GFP fluorescence overnight; inhibition, % at 5 µM; 360,000 tested, 0.86% active;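 active means at least 50% inhibition at 5 µM, scaled per plate between neutral and stimulator controls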;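 further: PAF is a Pseudomonas aeruginosa culture filtrate used as stimulus; plate controls were PAF-stimulated DMSO wells for no effect and unstimulated DMSO wells for full effect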
EBV LMP1 NFkB = EBV LMP1-driven NF-kappaB luciferase reporter inhibitors, primary screen, cell-based, luminescence, single point. LMP1-induced NF-kappaB luciferase reporter cells. inhibition, % at 12.5 µM. 350,000 tested, 0.69% active; in the data active means inhibition above about 41%;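 further: 0% = neutral control wells and 100% = reference inhibitor control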
Shn3 inh set2 = reduction of Shn3 3'UTR firefly luciferase signal, primary screen, Schnurri-3 inhibitor project, cell-based, Clone20 osteoblasts, set 2. inhibition, % at 12.5 µM. Clone20 osteoblast Shn3 3'UTR firefly luciferase, 24 h. 360,000 tested, 0.52% active;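 active means mean inhibition of at least 75% with every replicate also reaching 75%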;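 further: 0% = median of neutral control wells and 100% = pilot-screen positive control compound; some compounds past the cut are filed as inactive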
* marks the source's active call; other numbers are inactive results; . = no result given. These rows are one share of the data; the hit share may differ from the screen's.

SMILES	LRH-1 inv ag	TROY signal inh	NCOA3 inh	C8 TRAIL sens	NR2F2 inh	TWEAK Fn14 block	KKLEB tox	NCOA1 inh	CF NFkB block	EBV LMP1 NFkB	Shn3 inh set2
COCCN(C(=S)Nc1ccc(C)cc1C)C(C)c1ccco1 (stereo not drawn)	11	0	9	1	-21	-8	1	11	-2	-6	8
O=C(N/N=C/c1ccccc1C(F)(F)F)c1ccc2nc[nH]c2c1	-19	-31	-47	5	-13	-31	-8	-31	22	.	-42
CS(=O)(=O)c1ccc(Cl)c(S(=O)(=O)NCc2ccccc2)c1	1	2	-7	-19	-1	-6	1	-2	-1	-16	-16
O=C(Nc1ccccc1)O[C@@H]1C[C@H]2CCCC(=O)N3CC[C@@H](C1)[C@@H]23	22	3	7	2	-4	-6	-11	12	12	0	-11
CCC1(CC)CNC(=O)NC1=O	0	7	-19	-9	-3	-15	6	-17	28	-8	3
COc1cc(NC(=O)CCc2nnc3ccc(NCc4ccco4)nn23)cc(OC)c1	21	-6	9	19	4	-16	1	-23	-7	-1	0
O=C(O)c1ccc(N/N=C/c2cc3c(cc2[N+](=O)[O-])OCO3)cc1	-32	-7	-17	-10	-7	34	6	-7	6	8	-24
COc1cc(C2N(c3ccc(Cl)c(Cl)c3)C(=O)C3CCCN32)cc(OC)c1OC (stereo not drawn)	5	-11	3	-5	-4	2	-7	-3	10	6	0
CC(C)c1ccccc1OCC(=O)Nc1ccc2[nH]ncc2c1	7	21	-21	0	6	9	-22	5	21	1	28
Cc1ccc(S(=O)(=O)N(C)Cc2nc(-c3ccc(Br)cc3)no2)cc1	-13	5	14	5	0	16	14	-5	-10	-2	8
CC(C)NC(=O)Nc1nnc([C@@H]2C[C@H](O)[C@@H](CO)O2)s1	7	9	-11	-8	8	6	-2	-20	4	.	17
O=S(=O)(Nc1cccc(-c2ccc3nncn3n2)c1)c1ccc(Cl)s1	20	0	6	-8	-2	3	4	13	-8	5	16
CC(OC(=O)CNC(=O)c1ccc(Br)cc1)C(=O)NC1CCCCC1C (stereo not drawn)	-10	-11	-2	-9	-4	3	-24	-88	14	4	-12
COc1ccc(S(=O)(=O)NC(CC(=O)NCCc2ccccc2)c2ccco2)cc1 (stereo not drawn)	26	-8	10	-12	-35	-2	9	17	-2	4	5
CN1C(=O)/C(=C/C=C2/CCCN2C)N(C)C1=S	19	2	11	-7	7	11	10	-19	-8	-2	-31
CSCCC(NC(=O)c1ccco1)C(=O)NCC(c1ccco1)N1CCCCC1 (stereo not drawn)	-6	7	7	-7	-12	-5	1	5	22	-9	-1
CC1CCC(NC(=O)CN2C(=O)c3cccnc3Oc3ccc(Cl)cc32)CC1 (stereo not drawn)	-34	3	0	3	-18	-9	-7	-9	-16	-7	-14
CCOc1cc(C(=O)Nc2ccc(S(=O)(=O)NC3=NCCCCC3)cc2)cc(OCC)c1OCC	-4	2	13	-7	12	10	-2	14	-11	0	6
COc1cccc2c(=O)c(C(=O)NCCc3ccccc3)c[nH]c12	-99	-25	-69	-6	-20	-16	-13	-46	-8	-17	-91
CC(C)(C)n1cnc2cc(NCc3ccccc3O)ccc21	-17	-58	-44	-1	-18	7	-5	-31	-2	0	-15
COCCCn1cc(CN2CC(N3CCN(C4CCN(C)CC4)CC3)CS2(=O)=O)nn1 (stereo not drawn)	-7	1	.	5	11	7	.	.	.	.	.
CCCCC(=O)N/N=C(/C)C1=C(C)C(C)(C)OC1=O	-4	7	-10	3	-17	4	2	6	-6	0	-12
COc1ccc(NC(=O)c2nn(C)c(=O)c3ccccc23)cc1S(=O)(=O)Nc1ccccc1Cl	-9	9	-13	-7	-40	25	-18	8	-33	4	18
COc1ccc(Nc2nc(C)c(C(C)=O)s2)cc1	-121	-44	-44	-4	-81	-31	18	-42	-38	.	-35
Cc1c(C)c(C)c(CN2CCSCC2)c(C)c1C	3	-37	23	-7	0	-11	12	0	-4	1	14
COCCSc1nnc(NC(=O)c2ccc([N+](=O)[O-])cc2)s1	1	-22	-24	-2	0	-4	4	-9	4	7	7
CN(C)c1oc(-c2ccc(Cl)cc2)nc1S(=O)(=O)c1ccccc1	18	3	15	-12	-4	4	5	11	-18	-3	9
O=C(CSc1nnc(CCCN2C(=O)c3cccc4cccc(c34)C2=O)n1-c1ccccc1)NCCCN1CCOCC1	1	-6	4	-2	5	-5	-1	-21	-10	-3	5
Cc1nn2c(=O)cc(CSc3nc4ccccc4[nH]3)nc2s1	-10	5	-9	-1	4	8	1	-6	-14	5	-21
Cc1nc2ccccc2n1CC(=O)OCC(=O)Nc1ccc2c(c1)OCCO2	-8	0	14	3	-10	2	7	-12	-1	1	-1
S=C(c1ccccc1)N1CCCC1	1	10	-3	-6	-3	1	9	0	4	-1	-4
CCc1ccccc1OCC(=O)N1CCN(c2ncccn2)CC1	-28	-9	3	-14	6	0	-10	-7	19	-2	3
CC(C)Oc1ccc(CNC(=O)CCCN2C(=O)C(c3ccccc3)Oc3cccnc32)cc1 (stereo not drawn)	3	-8	2	6	9	1	-15	-3	20	7	6
O=C1Nc2ccccc2C(=O)N2c3ccccc3NC(=O)C12 (stereo not drawn)	13	13	5	4	20	3	-9	4	6	.	-1
O=C(O)c1ccc2c(c1)N(Cc1ccccc1)C(=O)c1ccccc1S2	-20	2	10	-7	12	-8	7	5	-10	-10	-8
NS(=O)(=O)c1ccc(CCNC(=O)CSc2nnc3ccccn23)cc1	-2	-2	-2	-7	-4	-2	-1	8	1	1	-19
CCOC(=O)C(/C=N/c1cc(C)nn1-c1ccccc1)=C(\C)O	6	-4	8	4	6	-7	-10	1	-13	-2	-7
CC(=O)c1cc2cc(O)ccc2o1	-15	-19	1	-5	5	-19	7	-7	-10	-5	4
CC1(Cc2ccc(F)c(Cl)c2)C(=O)Nc2c(Cl)cccc21 (stereo not drawn)	3	8	6	2	8	6	4	15	-2	.	22
Cc1cc(C(=O)NN)c(C)o1	-48	-14	-37	2	-19	-1	-2	-20	0	-1	-15
CCN=C1SC(C(=O)Nc2cccc(C(=O)O)c2)CC(=O)N1CC (stereo not drawn)	0	-7	0	7	-5	0	0	-14	-10	-4	13
O=[N+]([O-])c1ccc2nc(-c3ccccn3)[nH]c2c1	-137	-58	-79	-8	-34	0	8	-82	-57	-17	.
O=C(NCCN1CCOCC1)Nc1ccccc1	5	-5	-11	-5	15	-6	-6	-3	4	-16	-3
Cc1c(-c2cc(Br)ccc2O)nc2cc3c(cc2c1C)OCO3	-7	-36	-20	-19	-5	-5	12	-15	12	0	-32
CCOc1ccc(OCC)c(NS(=O)(=O)c2cn(C)cn2)c1	-11	3	-17	5	-6	-6	-12	12	2	6	-1
O=C(Cc1ccccc1Cl)c1ccccc1	15	-18	-7	-6	-14	0	19	1	1	-6	-6
O=C1N=C(N2CCCCC2)S/C1=C\c1ccc(Cl)cc1	-17	-49	-15	9	11	-28	-8	-23	9	0	4
COc1nc(C)c2cc(C)oc2n1	21	1	7	-10	-2	-4	3	16	10	-2	4
O=c1[nH]c(-c2ccco2)nc2sc3c(c12)CCCC3	-128	-50	-64	30	-39	-11	2	-133	-7	-24	-52
Oc1ccccc1-c1nnc2n1CCCCC2	9	7	1	1	-5	6	-12	-9	3	5	4
Cc1sc2nc(SCC(=O)NCCO)n(-c3ccccc3)c(=O)c2c1C	13	1	11	6	16	25	1	8	-11	1	8
CC(NC(=O)Cc1c(F)cccc1Cl)C1CCCO1 (stereo not drawn)	6	7	15	12	11	-12	20	16	2	-2	-8
COCc1cc(C)nc(Nc2ccccc2OC)c1C#N	8	2	3	9	25	-22	1	-4	-2	-5	-23
c1ccc(-n2ncc3c(NC4CCCCCC4)ncnc32)cc1	-135	-38	-86	43	-45	-17	-6	-54	18	-22	-41
CC(=O)N1CCOc2ccc(S(=O)(=O)N3CCC(C(=O)Nc4cc(C)cc(C)c4)CC3)cc21	-1	9	25	19	13	-5	-15	-5	26	3	3
O=C(Cn1c(=O)[nH]c2ccsc2c1=O)NC1CCCCCC1	10	14	15	-3	0	10	1	-5	10	-4	15
O=C(Nc1cccc(NC(=O)c2ccco2)c1)c1ccc([N+](=O)[O-])cc1	16	3	-2	9	-22	-18	4	7	-18	1	16
COc1ccc(C)cc1S(=O)(=O)NC1CCCCCC1	0	1	11	-9	-24	-4	17	7	-2	7	-1
Cc1nc2ccc(C(=O)N3CCC(O)(Cc4ccccc4)CC3)cn2c1N(C)C(=O)CCc1ccccc1	-9	4	-4	11	0	9	-3	7	-5	.	-9
Cc1cc(C)n(CC(O)CN2c3ccccc3Sc3ccccc32)n1 (stereo not drawn)	8	25	-7	-20	13	15	12	12	15	36	22

Additional compounds follow.
SMILES	LRH-1 inv ag	TROY signal inh	NCOA3 inh	C8 TRAIL sens	NR2F2 inh	TWEAK Fn14 block	KKLEB tox	NCOA1 inh	CF NFkB block	EBV LMP1 NFkB	Shn3 inh set2
O=c1ccc(-c2ccccc2)no1	2	3	14	2	-2	3	-4	-7	2	-3	-7
CCOC(=O)C1CCN(S(=O)(=O)c2ccc(Cl)cc2OC)CC1	-12	11	9	16	-10	-5	0	-6	-16	6	9
COC(=O)c1sccc1NC(=O)c1ccccc1F	13	-12	-11	12	1	2	-5	-25	0	0	-12
Cc1cccc(-c2ccc3[nH]c4c(c3c2)CCN2C[C@@H]([C@H](C)O)[C@@H](N(C)C(=O)Nc3ccc(F)cc3)C[C@@H]42)c1	21	11	10	18	1	17	-12	-10	28	-11	1
NC(=O)c1ccsc1NC(=O)CS(=O)(=O)c1ccccc1	-32	-31	-34	-13	13	2	13	-38	-20	-8	-61
COc1cccc(-c2cc(C(F)(F)F)n3nc(C(=O)N4CCCCC4c4cccnc4)cc3n2)c1 (stereo not drawn)	-15	39	19	5	-9	25	-16	-3	28	4	77
CCOC(=O)c1c(NC(=O)/C=C/c2ccco2)sc(C)c1C	-9	1	15	-14	-6	-10	-6	-7	3	-9	-26
CCCCN1CCC(CN2C(=S)NC[C@@H]2CC(C)C)CC1	9	-6	5	6	-4	8	9	0	-18	0	-9

Part of the list above in another layout:
| Molecule | LRH-1 inv ag | TROY signal inh | NCOA3 inh | C8 TRAIL sens | NR2F2 inh | TWEAK Fn14 block | KKLEB tox | NCOA1 inh | CF NFkB block | EBV LMP1 NFkB | Shn3 inh set2 |
| --- | --- | --- | --- | --- | --- | --- | --- | --- | --- | --- | --- |
| O=C(Cn1c(=O)[nH]c2ccsc2c1=O)NC1CCCCCC1 | 10 | 14 | 15 | -3 | 0 | 10 | 1 | -5 | 10 | -4 | 15 |
| O=C(Nc1cccc(NC(=O)c2ccco2)c1)c1ccc([N+](=O)[O-])cc1 | 16 | 3 | -2 | 9 | -22 | -18 | 4 | 7 | -18 | 1 | 16 |
